Screens from PubChem.
DDE Tn6 FP inh: inhibitors of Tn6 peptide binding to fibrin DD(E), primary screen, biochemical, fluorescence polarization, human fibrin, Tn6 probe; Fibrinogen beta chain (Homo sapiens), P02675; Fibrin DD(E) TRITC-Tn6 fluorescence polarization displacement; inhibition, % at 8.3 µM; hit rate 0.21% among 370,000;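 active = inhibition above a per-campaign cutoff: mean of compounds within control limits plus 3 SD, cut at about 15% in these data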;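 also: 0% = median of all compound wells on the plate and 100% = blocking peptide control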
Target sequence (P02675 whole entry, looked up): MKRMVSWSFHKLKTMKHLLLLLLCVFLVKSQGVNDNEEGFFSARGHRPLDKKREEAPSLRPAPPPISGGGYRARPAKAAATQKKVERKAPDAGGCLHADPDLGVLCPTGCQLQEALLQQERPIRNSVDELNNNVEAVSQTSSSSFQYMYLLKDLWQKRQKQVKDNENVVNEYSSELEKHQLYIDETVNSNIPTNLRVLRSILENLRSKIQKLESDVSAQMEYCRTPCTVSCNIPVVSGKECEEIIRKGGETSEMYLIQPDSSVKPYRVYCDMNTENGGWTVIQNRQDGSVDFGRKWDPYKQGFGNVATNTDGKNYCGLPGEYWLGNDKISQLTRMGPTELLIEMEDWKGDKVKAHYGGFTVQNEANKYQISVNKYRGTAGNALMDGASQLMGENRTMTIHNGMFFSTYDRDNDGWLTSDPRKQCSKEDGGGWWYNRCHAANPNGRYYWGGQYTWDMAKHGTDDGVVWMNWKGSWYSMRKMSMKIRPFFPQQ
ARFGAP1 inh: inhibitors of rat ARFGAP1 GAP activity, primary screen, biochemical, fluorescence polarization, GDP tracer. Arfgap1-stimulated ARF1 GTP hydrolysis, GDP FP detection. hit rate 0.26% among 360,000. inhibition, % at 16.5 µM;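 active = inhibition above a per-plate limit, mean inhibition of low control wells plus 3 SD, cut at about 25% in these data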;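 also: 0% = DMSO wells with enzyme and 100% = wells lacking Arfgap1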
Target sequence (Q62848 1-136 limits assumed): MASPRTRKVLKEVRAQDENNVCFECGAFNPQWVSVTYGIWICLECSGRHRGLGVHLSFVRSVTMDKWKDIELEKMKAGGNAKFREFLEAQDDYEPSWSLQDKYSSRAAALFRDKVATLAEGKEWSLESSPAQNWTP
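Repeats: one replicate per compound; assay system: rat Arfgap1 catalytic domain, aa 1-136; times: enzyme reaction 120 min at 25 °C after 20 min preincubation; detection: FP of antibody-bound GDP Alexa 633 tracer, ex 620/em 688 nm; benchmarks: high control wells lacking Arfgap1, low control full reaction with DMSO; reagent: human ARF1(Δ1-17)-GTP substrate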
ADAM17 inh: ADAM17 inhibitors, primary screen, biochemical, QFRET. Disintegrin and metalloproteinase domain-containing protein 17 (Homo sapiens), P78536. recombinant ADAM17, EDANS/DABCYL FRET peptide cleavage. inhibition, % at 6.95 µM. hit rate 0.83% among 370,000. AID 720648, 2013;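 active = inhibition above the mean of compounds lying between control limits plus 3 SD, set per campaign, cut at about 8.5% in these data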;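 also: 0% = DMSO-only wells as the low control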
LEDGF integ inh: blockers of LEDGF/p75-dependent integrase strand transfer – biochemical, TR-FRET, high throughput, primary screen | HIV-1 integrase (with human LEDGF/p75) | TR-FRET IN-LEDGF/p75 DNA integration, Eu/Cy5 | inhibition, % at 3.7 µM | hit rate 0.64% among 370,000 | AID 743269, 2014;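 active = inhibition above the screen-wide mean plus 3 SD, cut at about 13% in these data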;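 also: signal is the Cy5 over europium emission ratio at 671 and 618 nm; 0% = plate median of compound wells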
DDE Tn7 FP inh: inhibitors of Tn7 peptide binding to fibrin DD(E), primary screen, biochemical, fluorescence polarization, human fibrin, Tn7 probe; Fibrinogen beta chain (Homo sapiens), P02675; FP displacement of FITC-Tn7 peptide from fibrin DD(E); 0% = median of compound wells per plate; inhibition, % at 8.3 µM; hit rate 0.13% among 370,000; AID 720508, 2013;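 active = inhibition above the mean of compounds falling within the control limits plus 3 SD of them, cut at about 14% in these data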;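 also: 0% = plate median of compound wells and 100% = 10 µM Aha-Tn7 peptide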
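Measure: % inhibition scaled between sample-field median and high-control FP; Test system: human fibrin DD(E); Quantity: 2 µM final DD(E) protein; Doses: one dose, 8.3 µM nominal; Schedule: compound with protein 10 min, then 3 h after probe, room temperature; Detection: fluorescence polarization; Medium: Tris buffer with calcium and detergent, pH 7.8.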
KLK7 zymogen act: proKLK7 zymogen activators, primary screen, biochemical, fluorescence intensity | hit rate 0.9% among 370,000 | purified proKLK7, EDANS-DABCYL substrate fluorescence; 100% is mature enzyme control, 0% vehicle | Kallikrein-7 (Homo sapiens), P49862 | activation, % at 7 µM;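 active = activation above the mean of all tested compounds plus 3 SD, computed per campaign excluding outliers beyond control limits, cut at about 13% in these data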
PLC-gamma1 inh: PLC-gamma1 enzyme inhibitors, primary screen, biochemical, fluorescence, purified enzyme; 1-phosphatidylinositol 4,5-bisphosphate phosphodiesterase gamma-1 (Homo sapiens), P19174; fluorogenic substrate; inhibition, % at 12.2 µM; hit rate 0.84% among 370,000; AID 720700, 2013; in the data active = inhibition above about 9.5%
ADAM10 inh: human ADAM10 inhibitors, primary screen, biochemical, QFRET, HTS; inhibition, % at 7 µM; recombinant ADAM10, EDANS/DABCYL FRET peptide cleavage, 3 h; hit rate 0.62% among 370,000; AID 720582, 2013;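 active = inhibition above a per-campaign cutoff equal to the mean of compounds falling between control-based bounds plus 3 SD, cut at about 20% in these data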;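 also: 0% = DMSO wells while the 100% control is not disclosed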
TDP2 inh: human TDP2 enzyme inhibitors, primary screen, biochemical, epi absorbance, recombinant enzyme; T5PNP hydrolysis, p-nitrophenol absorbance 415 nm; AID 720702, 2013; hit rate 0.34% among 370,000; inhibition, % at 12.8 µM;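 active = inhibition above the mean of all tested compounds plus 3 SD, set per campaign, cut at about 25% in these data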;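 also: 0% = DMSO with enzyme and 100% = buffer with substrate but no TDP2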
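Material: recombinant human TDP2; quantity: TDP2 enzyme at 120 nM final; medium: Tris-HCl pH 7.5 with MgCl2; compound: single concentration, 12.8 µM nominal, with 1% DMSO; incubation: 2 h enzyme incubation at 37 °C; signal: epi absorbance; measure: percent inhibition; benchmarks: high control without enzyme, low control DMSO plus TDP2; repeats: singlicate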
ASAP1 inh: inhibitors of human ASAP1 ArfGAP activity, primary screen, biochemical, fluorescence polarization; ASAP1-stimulated ARF1 GTP hydrolysis, GDP FP detection; Arf-GAP with SH3 domain, ANK repeat and PH domain-containing protein 1 (Homo sapiens), …; hit rate 0.19% among 360,000; inhibition, % at 16.5 µM; AID 624377, 2012; in the data active = inhibition above about 25%;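 also: 0% = vehicle with enzyme and substrate and 100% = no enzyme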
Target sequence (Q9ULH1 325-724 limits assumed): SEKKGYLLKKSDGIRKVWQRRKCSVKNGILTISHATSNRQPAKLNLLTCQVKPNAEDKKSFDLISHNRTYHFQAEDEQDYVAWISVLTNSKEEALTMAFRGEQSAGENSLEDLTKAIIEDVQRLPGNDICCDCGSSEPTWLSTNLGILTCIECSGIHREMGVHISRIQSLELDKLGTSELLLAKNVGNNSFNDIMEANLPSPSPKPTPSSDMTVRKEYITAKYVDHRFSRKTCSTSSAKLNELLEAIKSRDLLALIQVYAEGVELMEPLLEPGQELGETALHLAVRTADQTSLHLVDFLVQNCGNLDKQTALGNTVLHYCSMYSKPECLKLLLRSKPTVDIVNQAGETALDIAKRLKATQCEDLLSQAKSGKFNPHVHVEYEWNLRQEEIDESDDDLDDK
Starred values were filed as active, the others as inactive; i = inactive.

SMILES | DDE Tn6 FP inh | ARFGAP1 inh | ADAM17 inh | LEDGF integ inh | DDE Tn7 FP inh | KLK7 zymogen act | PLC-gamma1 inh | ADAM10 inh | TDP2 inh | ASAP1 inh
CCOc1ccc(CN2C(=O)c3ccccc3C2C(=O)NCC2CCCO2)cc1 (configuration not stated) | 4 | -6 | -4 | -1 | 12 | -0.3 | 1 | -6 | 1 | 3
CCOC(=O)C1=CCC(c2cc3ccccc3[nH]2)NC1 (configuration not stated) | 9 | 11 | -51 | -2 | 4 | 3.4 | -297 | -170 | 3 | -8
FC(F)(F)c1ccccc1-n1c(-c2cnccn2)n[nH]c1=S | -6 | 2 | -2 | 0 | 1 | 0.2 | -3 | -4 | 6 | 4
CCN(CC)C(=O)COc1ccc(-c2nnc(Nc3ccc(OC)c(C(=O)NC)c3)c3ccccc23)cc1 | 10 | 5 | -2 | -4 | 1 | 4.2 | -62 | -5 | -5 | 11
COc1ccc(O)c(C(=O)c2cnn(C(=O)c3ccc(C)cc3)c2)c1 | 3 | 11 | -3 | 2 | 4 | 3.7 | -2 | -13 | -8 | 8
Nc1nnn(CC(=O)N/N=C/c2ccccc2Cl)n1 | -8 | 0 | 0 | -1 | 0 | 0.0 | 1 | 6 | -1 | -9
COCCN(C(=O)Cc1ccc(OC)c(OC)c1)c1nc(-c2cc(OC)ccc2OC)cs1 | 2 | 2 | 0 | -6 | -7 | 0.2 | -5 | -10 | -5 | -4
CC1CCCN(C(=O)c2ccccc2OC2CCN(S(C)(=O)=O)CC2)C1 (configuration not stated) | -2 | 8 | -2 | 0 | 3 | 0.3 | -1 | 0 | -1 | 9
Cc1ccc(N/C(N)=N/c2nc(CSc3nnc(C)s3)cc(=O)[nH]2)c(C)c1 | -4 | -6 | -6 | 0 | -4 | -0.5 | -1 | -8 | -6 | 5
O=c1[nH]sc2ccccc12 | -5 | 0 | -25 | -4 | 1 | -0.4 | -1 | -75 | 7 | -8
COC(=O)c1cc(C(=O)OC)cc(N2C(=O)CN=C2Nc2nc(C)cc(C)n2)c1 | 6 | -8 | -4 | -2 | 3 | 0.1 | 1 | -3 | -9 | 9
O=C(NC(Cc1ccccc1)C(=O)N1CCN(c2ccccn2)CC1)c1ccco1 (configuration not stated) | 3 | 5 | -2 | -1 | -3 | 0.3 | -1 | -9 | 1 | -5
CC1CCN(c2ccc3nnc(CCC(=O)Nc4ccc(F)c(F)c4)n3n2)CC1 | 3 | 3 | -4 | 0 | 0 | -1.7 | 0 | 11 | -6 | -9
CCn1c(SCC(=O)Nc2ccc(F)cc2)nc2ccccc2c1=O | 0 | 7 | -4 | 4 | -4 | 0.0 | 3 | 1 | -1 | -16
O=C(COc1ccccc1F)NCC(c1ccc(F)cc1)N1CCOCC1 (configuration not stated) | 2 | -5 | -4 | 0 | 2 | -0.7 | -2 | -13 | 8 | -14
CCOc1ccc2nc(N(CCCN(C)C)C(=O)c3ccc(S(=O)(=O)N4CCc5ccccc5C4)cc3)sc2c1 | 6 | 9 | -2 | 1 | 1 | -0.7 | 5 | -1 | 0 | -19
O=C1NC(=O)C2(N1)c1ccccc1-c1ccccc12 | 4 | -5 | -1 | -5 | 4 | 0.2 | 2 | -10 | 3 | -11
C=CCNC(=S)Nc1cccc2ccccc12 | -4 | 12 | -4 | -2 | 1 | -0.6 | -3 | -10 | 1 | 1
Cc1c(Br)ccc(NC(=O)Cn2nc(-c3cccs3)ccc2=O)c1C | 2 | -6 | -9 | 2 | -3 | -5.3 | -15 | -35 | -6 | -1
C=CCSC(=S)NC1CCS(=O)(=O)C1 (configuration not stated) | 3 | 1 | -1 | 1 | -7 | -0.2 | 2 | 3 | 3 | -6

Fetched one by one from the list above, 2 records:
SMILES | DDE Tn6 FP inh | ARFGAP1 inh | ADAM17 inh | LEDGF integ inh | DDE Tn7 FP inh | KLK7 zymogen act | PLC-gamma1 inh | ADAM10 inh | TDP2 inh | ASAP1 inh
Cc1c(Br)ccc(NC(=O)Cn2nc(-c3cccs3)ccc2=O)c1C | 2 | -6 | -9 | 2 | -3 | -5.3 | -15 | -35 | -6 | -1
CCOc1ccc(CN2C(=O)c3ccccc3C2C(=O)NCC2CCCO2)cc1 (configuration not stated) | 4 | -6 | -4 | -1 | 12 | -0.3 | 1 | -6 | 1 | 3

Quoted from the listing.
Cc1ccc(N/C(N)=N/c2nc(CSc3nnc(C)s3)cc(=O)[nH]2)c(C)c1 in ARFGAP1 inh reads -6
CC1CCN(c2ccc3nnc(CCC(=O)Nc4ccc(F)c(F)c4)n3n2)CC1 in LEDGF integ inh reads 0
CCn1c(SCC(=O)Nc2ccc(F)cc2)nc2ccccc2c1=O in TDP2 inh reads -1

Next part
SMILES | DDE Tn6 FP inh | ARFGAP1 inh | ADAM17 inh | LEDGF integ inh | DDE Tn7 FP inh | KLK7 zymogen act | PLC-gamma1 inh | ADAM10 inh | TDP2 inh | ASAP1 inh
COc1ccc2c(c1)nc(SCC(O)c1ccccc1)n2C (configuration not stated) | -2 | 0 | 0 | 2 | 9 | -0.1 | 2 | 9 | 0 | -2
Clc1ccccc1OCc1nnc2n1CCCCC2 | -4 | 4 | -3 | -4 | 1 | -0.4 | 1 | -6 | 9 | -4
C=CCNC(=S)N1CCN(c2cccc(C(F)(F)F)c2)CC1 | 2 | 1 | 3 | -2 | -12 | -0.2 | 3 | -1 | -3 | -5
COc1ccc2oc(C(=O)OCC(=O)N3CC(C)CC(C)C3)c(C)c2c1 (configuration not stated) | -10 | 31* | -124 | -3 | 1 | -6.6 | -139 | -337 | -10 | 13
CCC(C(=O)NCCCN1CC(C)CC(C)C1)n1nc(C)c2sc3ccccc3c2c1=O (configuration not stated) | 1 | 2 | -4 | 1 | -6 | 0.9 | 2 | -19 | 15 | -3
COc1ccc(NC(=O)CSc2ncccn2)cc1S(=O)(=O)N1CCCCC1 | 2 | 3 | -6 | -6 | 8 | 0.1 | 5 | -11 | 7 | 3
Cc1ccc(S(=O)(=O)N2CC(O)CC2C(=O)O)cc1 (configuration not stated) | -5 | 11 | 2 | 2 | -2 | 0.2 | 4 | 4 | 3 | 6
COc1ccc2c(CC(=O)N[C@@H](Cc3ccccc3)C(=O)O)cc(=O)oc2c1 | -6 | 10 | -243 | 3 | -4 | 1.4 | -46 | i | -8 | -10
CCOC(=O)N1CCN(C(=O)c2cccc(S(=O)(=O)Nc3ccc(Br)cc3)c2)CC1 | -4 | 17 | 1 | 0 | -6 | 0.1 | -3 | 1 | 12 | 3
CCC(C)NC(=O)CN1C(=O)COc2ccc(S(=O)(=O)N3CCOCC3)cc21 (configuration not stated) | 0 | 2 | 5 | -4 | -2 | -0.5 | 1 | 9 | -8 | 3
CC(C)N1C(=O)c2ccccc2NC(=O)C1C(=O)NCc1ccccc1 (configuration not stated) | 7 | -3 | -4 | -1 | 7 | 0.6 | 2 | -17 | -7 | -6
O=C(CN1CCC(c2nc3ccccc3[nH]2)CC1)NCc1ccc2c(c1)OCO2 | 4 | -4 | -3 | 6 | 0 | -0.3 | 1 | -3 | -4 | 12
CCOc1ccccc1C=NNC(=O)C1CC1 | 8 | 11 | 0 | 5 | -5 | -0.2 | -1 | -1 | -7 | -2
Cc1cc(C)n(-c2ccc(C(=O)OCC(=O)Nc3ccccc3[N+](=O)[O-])cc2)n1 | 6 | 6 | 2 | -1 | -7 | 0.1 | 0 | 4 | 0 | 10
Cc1ccc(S(=O)(=O)NC(=O)NN2CCCCCC2)cc1 | 7 | -3 | -3 | 0 | 2 | -0.1 | 0 | -6 | -4 | 4
Cc1ccc(NC(=O)CCN2C(=O)c3cccc4cccc(c34)C2=O)cc1 | 0 | 1 | -2 | 1 | -10 | 0.3 | 3 | -6 | -9 | 6
Cc1nc2ccccc2c(=O)n1/N=C/c1cc(Br)ccc1O | -1 | 0 | 2 | 3 | 2 | -0.4 | 4 | 3 | 3 | 7
Cn1c(Cn2c(=O)sc3ccccc32)nnc1SCC(=O)Nc1cccc(Cl)c1 | 7 | -3 | -1 | -1 | -3 | -0.1 | -2 | -10 | 0 | 0
COc1ccc(OC)c(-c2csc(CCn3nc(C)cc3C)n2)c1 | 6 | 0 | 6 | -6 | 1 | 0.7 | 2 | 6 | -6 | -11
O=c1[nH]c2cc3c(cc2cc1C(c1nnnn1C1CCCCC1)N1CCSCC1)OCCO3 (configuration not stated) | -18 | -2 | -146 | 4 | 1 | 2.5 | -95 | -377 | -4 | 7
COc1ccc(C2CC(=O)Oc3cc(O)cc(O)c32)cc1 (configuration not stated) | -7 | 15 | 1 | -2 | 5 | 0.2 | 1 | -14 | 4 | 4
COc1ccc(N2C(=O)C3CCCN3C2c2cccc(OC)c2)cc1 (configuration not stated) | 0 | -2 | -1 | 2 | 3 | -0.2 | -1 | -5 | 4 | 8
C/C(=N\NC(=O)c1nnn(-c2nonc2N)c1-c1cccs1)c1ccncc1 | -4 | 4 | 4 | 5 | 2 | -0.2 | -7 | 4 | -16 | 5
CC(=O)N1N=C(c2cccc([N+](=O)[O-])c2)OC1(C)c1cccs1 (configuration not stated) | -1 | 6 | 0 | 5 | -2 | 0.7 | 4 | 3 | 6 | -1
CC(C)(C)c1nc(Sc2ccc([N+](=O)[O-])cn2)n[nH]1 | -2 | 0 | 0 | 3 | 6 | -0.3 | 3 | -2 | -2 | -10
Clc1ccc(C2=NNC(=NCC3CCCO3)SC2)cc1 (configuration not stated) | 8 | -5 | -1 | 2 | -1 | 0.3 | 0 | -8 | -3 | -7
CC(C)c1ccc(N=c2c([N+](=O)[O-])nn(-c3ccc4c(c3)OCCO4)n2O)cc1 | -5 | 3 | -3 | 1 | -4 | 0.6 | 0 | -10 | -5 | 3
